# Vif-A3G inh = qHTS for Inhibitors of Vif-A3G Interactions: qHTS; HeLa A3G-eYFP + Vif (tagged APOBEC3G with the HIV-1 protein that degrades it), YFP fluorescence, overnight; DNA dC->dU-editing enzyme APOBEC-3G (Homo sapiens), Q9HC16; actives 0.076% (n = 410,000); Potency, µM (highest dose often 46.1 µM), for the others: at the top dose activity, negative = active, actives largely listed as inhibitors;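 note: potency is the fitted concentration of half-maximal effect; % is set by controls: 0 for no effect and ±100 for the full control effect; nearly all actives have a fitted effect of over 60% in size; hits raise eYFP signal because A3G escapes Vif-driven loss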
#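 Read-out is eYFP fluorescence (Ex 488/Em 500-530) from Vif-expressing HeLa A3G-eYFP cells; more signal means A3G escaped Vif-mediated degradation. Cells plated overnight, compound pinned in, incubated overnight at 37 deg C.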
# LDHA block = qHTS assay for inhibitors of human lactate dehydrogenase | L-lactate dehydrogenase A chain (Homo sapiens), P00338 | actives 0.15% (n = 480,000) | purified LDHA, NADH/diaphorase-resazurin fluorescence; hits give low values | activity change, % (values are at about 110 or 230 µM); in the data active = activity change below about -30%; inconclusive = mostly about -25% to -30%;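 note: plate controls were DMSO wells for no effect and wells without enzyme for full effect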
#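 Resorufin fluorescence (ex540/em590), read at 0 and 20 min after diaphorase/resazurin addition, reports the NADH left after a 5 min room-temperature reaction of 2 nM human LDH5 with 0.06 mM NADH and 0.2 mM pyruvate.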
# rTrxR1 inhibitor = qHTS Assay for Inhibitors of Mammalian Selenoprotein Thioredoxin Reductase 1 (TrxR1): qHTS | Thioredoxin reductase 1, cytoplasmic (Rattus norvegicus), O89049 | recombinant rTrxR1, NADPH fluorescence consumption, selenite substrate | Potency, µM (series often up to 114 µM), for the others: top-dose activity change, negative = inhibition, usual class: inhibitors | actives 1% (n = 390,000) | AID 588453, 2011; note: potency is the fitted concentration of half-maximal effect; % is set by controls: 0 for no effect and ±100 for the full control effect; nearly all actives have a fitted effect of over 65% in size
#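 Rat TrxR1 (90 nM in the dispensed reagent) was pre-reduced with 400 uM NADPH for 5 min at room temperature, then incubated with compound for 15 min. After 400 uM selenite was added, NADPH fluorescence (Ex 340/Em 450 nm) was followed for 8 min.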
# IDH1 R132H inh = qHTS for Inhibitors of mutant isocitrate dehydrogenase 1 (IDH1): qHTS. Isocitrate dehydrogenase [NADP] cytoplasmic (Homo sapiens), O75874. IDH1-R132H enzyme, NADPH consumption, diaphorase/resazurin fluorescence. Potency, µM (highest dose often 76.6 µM), without a hit: top-dose activity change, negative = inhibition, actives largely listed as inhibitors. actives 0.093% (n = 390,000). AID 602179, 2012; note: potency is the fitted concentration of half-maximal effect; % is set by controls: 0 for no effect and ±100 for the full control effect; nearly all actives have a fitted effect of over 65% in size
#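 IDH1-R132H (0.5 ug/mL) preincubated 30 min with compound, then NADPH (0.016 mM) and alpha-KG (2 mM) added; 80 min at RT, pH 7.5. Remaining NADPH coupled via diaphorase/resazurin to fluorescence (540/590 nm); concentration-response curves normalized to no-enzyme control.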
# TrxR1 substrate = qHTS Assay for Substrates of Mammalian Selenoprotein Thioredoxin Reductase 1 (TrxR1): qHTS | Thioredoxin reductase 1, cytoplasmic (Rattus norvegicus), O89049 | purified TrxR1 substrate turnover, NADPH consumption readout | Potency, µM (doses to about 114 µM), inactives show at the highest dose activity change, negative = substrate turnover | actives 0.01% (n = 390,000); note: potency is the fitted concentration of half-maximal effect; % is set by controls: 0 for no effect and ±100 for the full control effect; nearly all actives have a fitted effect of over 50% in size
#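 Rat TrxR1, dispensed at 90 nM, was prereduced with 400 uM NADPH (final) for 5 min at ~22 deg C, then incubated with compound 15 min before 400 uM selenite. A first-read NADPH fluorescence drop versus no-compound background flagged substrates.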
# Vif-APOBEC3F blk = qHTS for Inhibitors of Vif-A3F Interactions: qHTS. HeLa A3F-eYFP + Vif (tagged APOBEC3F with the HIV-1 protein that degrades it), YFP fluorescence increase. Potency, µM (top dose mostly 46.1 µM), for inactives: at the highest dose activity, negative = active. actives 0.2% (n = 390,000); note: potency is the fitted concentration of half-maximal effect; % of control where 0% means no effect; nearly all actives have a fitted effect of over 65% in size
#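 Fluorescence increase (Ex 488/Em 500-530) after overnight compound treatment at 37 deg C flags inhibition of Vif-driven A3F-eYFP loss in stable HeLa A3F-eYFP/Vif cells seeded overnight beforehand.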
# Glioma ERSR ind = qHTS for Inducers of the Endoplasmic Reticulum Stress Response (ERSR) in Human Glioma: qHTS. U87-MG GRP78 promoter luciferase reporter, 16 h. actives 0.02% (n = 420,000). AID 602332, 2012. Potency, µM, for the others: at the top dose activation, hits mostly activators; note: potency is the fitted concentration of half-maximal effect; series mostly up to about 76 µM; % of control where 0% means no effect; nearly all actives have a fitted effect of over 35% in size
#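 Stably transfected U87-MG glioma cells carrying a GRP78-based luciferase sensor; 16 h compound incubation. Luminescence end-point read 10 min after Bright-Glo addition at room temperature.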
# RGS4 inh = Inhibitors of Regulator of G Protein Signaling (RGS) 4: qHTS. AID 504845, 2011. Regulator of G-protein signaling 4 (Homo sapiens), P49798. actives 0.039% (n = 390,000). Potency, µM (titrated, usually from 114 µM), without a hit: at the highest dose activity change, negative = inhibition, most hits filed as inhibitors. Transcreener GDP fluorescence polarization, RGS4-accelerated GTP hydrolysis; note: potency is the fitted concentration of half-maximal effect; % is set by controls: 0 for no effect and ±100 for the full control effect; nearly all actives have a fitted effect of over 75% in size; some results filed as inactive show a strong effect at the top dose
#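 MLSMR compounds (23 nl, pin-transferred) preincubated 10 min at room temperature with a 500nM (2x) first reagent, then RGS4 at 900nM (2x) plus Transcreener GDP mix added; fluorescence polarization (620/688 nm) read before and after 90 min at 30 °C.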
# USP1 inh = Inhibitors of USP1/UAF1: Primary Screen | AID 743255, 2014 | actives 0.23% (n = 390,000) | Potency, µM (highest dose often 57.1 µM), inactives show at the highest dose activity change, negative = inhibition, hits mostly inhibitors | recombinant USP1/UAF1, Ub-Rhodamine cleavage fluorescence; note: potency is the fitted concentration of half-maximal effect; % is set by controls: 0 for no effect and ±100 for the full control effect; nearly all actives have a fitted effect of over 60% in size; inactives centre near -12
# Target sequence (O94782 whole entry, looked up): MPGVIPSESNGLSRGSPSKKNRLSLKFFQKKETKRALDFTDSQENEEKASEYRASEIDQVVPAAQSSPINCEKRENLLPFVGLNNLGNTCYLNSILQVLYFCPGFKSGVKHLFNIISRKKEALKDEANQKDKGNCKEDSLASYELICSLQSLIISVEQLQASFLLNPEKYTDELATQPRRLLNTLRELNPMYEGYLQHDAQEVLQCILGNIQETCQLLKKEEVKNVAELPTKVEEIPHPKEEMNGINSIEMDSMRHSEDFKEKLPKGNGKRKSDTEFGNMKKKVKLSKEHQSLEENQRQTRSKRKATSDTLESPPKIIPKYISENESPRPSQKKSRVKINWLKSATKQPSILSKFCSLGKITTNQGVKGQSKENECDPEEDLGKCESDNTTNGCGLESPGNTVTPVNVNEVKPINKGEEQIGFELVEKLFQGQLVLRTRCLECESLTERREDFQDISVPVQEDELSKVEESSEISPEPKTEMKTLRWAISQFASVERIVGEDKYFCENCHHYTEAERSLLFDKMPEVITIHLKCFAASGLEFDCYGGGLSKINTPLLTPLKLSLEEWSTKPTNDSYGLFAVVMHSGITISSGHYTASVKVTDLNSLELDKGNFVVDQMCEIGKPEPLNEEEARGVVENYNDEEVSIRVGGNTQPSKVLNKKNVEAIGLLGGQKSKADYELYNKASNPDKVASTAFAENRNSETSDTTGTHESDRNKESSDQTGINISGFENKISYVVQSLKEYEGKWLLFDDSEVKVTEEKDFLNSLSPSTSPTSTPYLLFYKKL
#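 USP1/UAF1 complex (1 nM) preincubated 15 min at room temperature with compound, then Ub-Rho substrate (150 nM final) added. Kinetic fluorescence at 480/540 nm over 6 reads at 60 s intervals; 50 mM HEPES pH 7.8, 0.5 mM EDTA, 0.1 mg/ml BSA, 1 mM TCEP, 0.01% Tween-20.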
# Starred values were filed as active, the others as inactive; ? = inconclusive; [ ] = dose if it differs, or a comment. Unless noted, calls come from the whole dose curve; as a rule, active = well fitted curve in the direction sought with a large enough effect; inconclusive = small, poorly fitted or top-dose-only effect, or another doubt; inactive = no such curve, though single readings can be large; an effect the other way counts as inactive or inconclusive. This is a subset; the hit share may differ from the screen's.
SMILES,Vif-A3G inh,LDHA block,rTrxR1 inhibitor,IDH1 R132H inh,TrxR1 substrate,Vif-APOBEC3F blk,Glioma ERSR ind,RGS4 inh,USP1 inh
CCN1CCN(C(c2ccccc2)c2c(O)cc(C)n(Cc3ccco3)c2=O)CC1 (stereo not drawn),1%,-11,7.9µM*,0%,-4%[57.1 µM],-1%,-2%,2%,?
COc1cccc(C(=O)Oc2cccc(N3C(=O)C4C5CC(C(Br)C5Br)C4C3=O)c2)c1 (stereo not drawn),-1%,0,3%,1%,-6%,-6%,-1%,-25%,-22%
COc1ccc(NC(C)=O)cc1S(=O)(=O)NC(Cc1ccccc1)C(=O)NC(C)c1ccccn1 (stereo not drawn),1%,-7,4%,-1%,1%,4%,-2%,-2%,-12%
Cn1c(=O)c2c(ncn2CC(=O)N2CCN(S(=O)(=O)c3ccccc3)CC2)n(C)c1=O,2%,-7,13%,12%,2%,0%,0%,13%,-7%
COc1ccc(/C=C/C(=O)NC(=S)NNC(=O)[C@H]2C[C@@H]2c2ccccc2)cc1OC,-1%,-8,-16%,0%,-4%,1%,-5%,-7%[11.4 µM],-21%
Clc1ccc(-c2ccc(/C=N/Nc3cc(N4CCOCC4)nc(N4CCOCC4)n3)o2)cc1,-10%,4,0%,0%,11%,-20%,3%,5%,-3%
Cc1ccccc1N(CC(=O)NCc1ccc2c(c1)OCO2)C(=O)C1CSC(=O)C1 (stereo not drawn),-4%,-2,15%[57.1 µM],8%,-6%[57.1 µM],11%,-2%,-19%,-18%
O=C(CCS(=O)(=O)c1ccccc1Cl)Nc1ccc(S(=O)(=O)Nc2ncccn2)cc1,0%,-2,?,-4%,6%,0%,1%,-6%[11.4 µM],-10%
COc1ccc(N/N=C(/C)c2cnnc(-c3ccccc3)n2)cc1,-4%,27,1%,2%,-10%,?,-2%,-17%,?
N#Cc1cccc(Nc2c3c(nc4ccccc24)CCCC3)c1,-10%,-4,13%,5%,3%,0%,-7%,-7%[11.4 µM],?
COCC(C)NC(=O)c1ccccc1[N+](=O)[O-] (stereo not drawn),-1%,-6,-5%,6%,-5%,-20%,-1%,-9%,-16%
CC(C)=C1C2CCC1C(C(=O)Nc1cc(C)cc(C)c1)C2C(=O)O (stereo not drawn),2%,-5,4%[57.1 µM],1%,1%[57.1 µM],-2%,-2%,-2%,-13%
Cn1cccc1/C=N/NC(=O)Cc1cccc2ccccc12,-4%,4,16%[57.1 µM],15%,-18%[57.1 µM],-3%,-3%,-23%,-10%
Cc1ccc(C)c(NC(=S)N(Cc2cccc(Br)c2)CC2CCC(C(=O)O)CC2)c1 (stereo not drawn),-5%,-6,-7%,6%,-5%,6%,1%,-10%[56.9 µM],-10%
CCN(CC(=O)Nc1c(F)cccc1F)C(=O)c1nc2nc(C)cc(C)n2n1,2%,-4,3%,8%,-6%,-3%,-5%,20%,-8%
Cc1ccc2nc(NC(=O)CNS(=O)(=O)c3ccc(Br)s3)sc2c1,2%,-2,5%,-1%,-9%,-2%,-6%,-14%,-8%
Cc1ccc(NC(=O)c2ccco2)c(NC(=O)COc2ccccc2)c1,-5%,5,-1%[57.1 µM],7%,-1%[57.1 µM],5%,-1%,-27%,-20%
Cc1ccc2nc(SCC(=O)Nc3nnc(SCC(N)=O)s3)[nH]c2c1,1%,1,11%,5%,4%,-5%,-1%,13%,-16%
COc1ccc(C2=NN(CCC(=O)NCC3CCCO3)C(=O)CC2)cc1 (stereo not drawn),0%,-1,0%,7%,-5%,2%,-1%,-14%,-23%
Cc1ccc(C)c(C2=CSC3=NCCN23)c1,2%,0,20%[57.1 µM],4%,-3%[57.1 µM],-3%,4%,-10%,-19%
CCNC(=O)c1c(NC(=O)c2cc(=O)c3ccc(C)c(C)c3o2)sc2c1CCCC2,-2%,-10,21%,7%,-2%,3%,-4%,5%,-21%
COc1ccc(C(=O)N2CCN(C(=O)COc3ccccc3)CC2)cc1OC,-5%,-1,16%,-4%,4%,-15%,-4%,-13%,-26%
CCN1C(=O)c2cccc3c(S(=O)(=O)N(C(C)=O)c4ccc(OC(C)=O)cc4)ccc1c23,-4%,3,53%[activator],2%,84%[activator],-25%,-3%,-8%,-21%
Cn1nc(C(C)(C)C)cc1C(=O)NNC(=O)c1ccccc1Cl,4%,-6,14%[57.1 µM],6%,5%[57.1 µM],-1%,-2%,2%,-3%

# Given as labelled records: three of the compounds above
> O=C(CCS(=O)(=O)c1ccccc1Cl)Nc1ccc(S(=O)(=O)Nc2ncccn2)cc1
  Vif-A3G inh = 0%
  LDHA block = -2
  rTrxR1 inhibitor = ?
  IDH1 R132H inh = -4%
  TrxR1 substrate = 6%
  Vif-APOBEC3F blk = 0%
  Glioma ERSR ind = 1%
  RGS4 inh = -6%[11.4 µM]
  USP1 inh = -10%

> COc1ccc(N/N=C(/C)c2cnnc(-c3ccccc3)n2)cc1
  Vif-A3G inh = -4%
  LDHA block = 27
  rTrxR1 inhibitor = 1%
  IDH1 R132H inh = 2%
  TrxR1 substrate = -10%
  Vif-APOBEC3F blk = ?
  Glioma ERSR ind = -2%
  RGS4 inh = -17%
  USP1 inh = ?

> N#Cc1cccc(Nc2c3c(nc4ccccc24)CCCC3)c1
  Vif-A3G inh = -10%
  LDHA block = -4
  rTrxR1 inhibitor = 13%
  IDH1 R132H inh = 5%
  TrxR1 substrate = 3%
  Vif-APOBEC3F blk = 0%
  Glioma ERSR ind = -7%
  RGS4 inh = -7%[11.4 µM]
  USP1 inh = ?

# Rewritten with two lines to a compound: entries from further up
# Every second line gives: Vif-A3G inh, LDHA block, rTrxR1 inhibitor, IDH1 R132H inh, TrxR1 substrate, Vif-APOBEC3F blk, Glioma ERSR ind, RGS4 inh, USP1 inh
> Cc1ccc(NC(=O)c2ccco2)c(NC(=O)COc2ccccc2)c1
 : -5%, 5, -1%[57.1 µM], 7%, -1%[57.1 µM], 5%, -1%, -27%, -20%
> Cc1ccc2nc(SCC(=O)Nc3nnc(SCC(N)=O)s3)[nH]c2c1
 : 1%, 1, 11%, 5%, 4%, -5%, -1%, 13%, -16%
